Screening results deposited in PubChem BioAssay by several laboratories.
CHRM4 antagonist: human M4 muscarinic receptor antagonists, primary screen, CHO cells, Fluo-8 calcium fluorescence; CHO-hM4 cells, ACh EC80; inhibition, % at 3 µM; hit rate 0.73% among 360,000; AID 624125, 2012;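 active = inhibition above its plate's cutoff, the mean inhibition of sample wells plus 3 SD, cut at about 27% in these data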;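 also: 0% = acetylcholine EC80 with DMSO and 100% = DMSO without agonist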
Target sequence (P08173 whole entry, looked up): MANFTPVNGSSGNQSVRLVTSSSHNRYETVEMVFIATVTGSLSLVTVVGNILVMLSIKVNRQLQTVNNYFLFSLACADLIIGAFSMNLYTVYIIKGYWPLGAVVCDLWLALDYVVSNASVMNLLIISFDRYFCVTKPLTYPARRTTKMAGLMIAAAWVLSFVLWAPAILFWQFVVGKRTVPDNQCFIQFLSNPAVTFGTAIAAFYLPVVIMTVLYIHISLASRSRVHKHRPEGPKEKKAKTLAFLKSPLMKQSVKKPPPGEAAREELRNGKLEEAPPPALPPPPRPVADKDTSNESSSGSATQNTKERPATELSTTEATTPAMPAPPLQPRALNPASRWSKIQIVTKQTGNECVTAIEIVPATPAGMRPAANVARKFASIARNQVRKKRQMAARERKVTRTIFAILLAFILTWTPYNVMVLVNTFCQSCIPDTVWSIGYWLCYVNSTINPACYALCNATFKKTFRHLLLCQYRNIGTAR
CRFBP-R2 agonist: agonists of CRF-BP/CRF-R2 complex, primary screen, cell-based, HEK293, calcium dye fluorescence, uHTS; CRF-binding protein / CRF receptor 2 complex (human); calcium dye fluorescence (FLIPR); percent of saturating CRF peptide response; activation, % at 13.2 µM; hit rate 0.46% among 350,000; AID 588473, 2011;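 active = activation of at least 50%, plus an integration ratio under a set limit after plate pattern correction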;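 also: plate controls were neutral control wells without compound for no effect and CRF at EC100 for full effect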
CHRM1 antagonist: human M1 muscarinic receptor antagonists, primary screen, CHO-K1 cells, Fluo-8 calcium fluorescence, 1536-well | Muscarinic acetylcholine receptor M1 (Homo sapiens), P11229 | CHO-K1 hM1, ACh EC80 antagonist | inhibition, % at 3 µM | hit rate 1.3% among 360,000;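 active = percent inhibition above its own plate's cutoff, namely the mean of that plate's compound wells plus 3 SD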;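 also: peak over basal fluorescence ratio during 140 s after agonist addition; 0% = ACh EC80 plus DMSO and 100% = DMSO alone without agonist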
Target sequence (P11229 whole entry, looked up): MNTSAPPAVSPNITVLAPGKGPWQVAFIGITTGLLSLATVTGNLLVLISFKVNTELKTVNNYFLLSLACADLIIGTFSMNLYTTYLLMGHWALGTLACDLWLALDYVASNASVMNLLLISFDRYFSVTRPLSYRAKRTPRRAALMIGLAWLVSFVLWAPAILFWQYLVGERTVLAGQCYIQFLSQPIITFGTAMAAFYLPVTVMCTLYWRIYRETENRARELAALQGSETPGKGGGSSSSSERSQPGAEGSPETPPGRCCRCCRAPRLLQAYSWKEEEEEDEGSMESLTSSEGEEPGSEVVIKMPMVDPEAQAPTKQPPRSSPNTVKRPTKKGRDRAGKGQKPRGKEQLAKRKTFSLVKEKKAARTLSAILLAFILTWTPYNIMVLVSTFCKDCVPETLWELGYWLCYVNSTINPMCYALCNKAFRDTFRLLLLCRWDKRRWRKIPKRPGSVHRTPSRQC
CHRM5 agonist: human M5 muscarinic receptor agonists, primary screen, CHO-K1 cells, Fluo-8 calcium fluorescence. Muscarinic acetylcholine receptor M5 (Homo sapiens), P08912. CHO-K1 hM5 cells; 0% DMSO wells, 100% maximal acetylcholine response. activation, % at 3 µM. hit rate 0.19% among 360,000. AID 624037, 2012;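 active = activation above the run's mean over test compounds plus 3 SD, cut at about 23% in these data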;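 also: signal is peak over basal fluorescence ratio across the kinetic read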
M5 PAM: human M5 muscarinic receptor positive allosteric modulators, primary screen, CHO-K1 cells, Fluo-8 calcium fluorescence | Muscarinic acetylcholine receptor M5 (Homo sapiens), P08912 | CHO-K1 hM5, ACh EC20 PAM; 0% = ACh EC20, 100% = ACh EC100 | activation, % at 3 µM | hit rate 0.3% among 360,000 | AID 624038, 2012;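 active = activation above the run cutoff, the mean activation of all test compounds plus 3 SD, cut at about 18% in these data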
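Test system: CHO-K1 hM5 cells / Doses: single-point, 3 µM nominal / Times: Post-acetylcholine fluorescence recording 140 s / Technique: Fluo-8 calcium fluorescence / Measure: Max/basal fluorescence ratio as % of EC20–EC100 ACh window / Benchmarks: low control EC20 acetylcholine (0%), high control EC100 acetylcholine (100%) / Replicates: one well per compound, no replicates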
CHRM5 antagonist: human M5 muscarinic receptor antagonists, primary screen, CHO cells, Fluo-8 calcium fluorescence | Muscarinic acetylcholine receptor M5 (Homo sapiens), P08912 | CHO-hM5 cells, ACh EC80 | inhibition, % at 3 µM | hit rate 0.59% among 360,000;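 active = inhibition above a per-plate cutoff, the mean of that plate's test compounds plus 3 SD, cut at about 27% in these data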;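 also: 0% = acetylcholine EC80 with DMSO and 100% = DMSO without agonist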
CHRM1 PAM: human M1 muscarinic receptor positive allosteric modulators, primary screen, CHO-K1 cells, Fluo-8 calcium fluorescence, 1536-well | Muscarinic acetylcholine receptor M1 (Homo sapiens), P11229 | activation, % at 3 µM | CHO-K1 hM1, ACh EC20; 0% = ACh EC20, 100% = maximal ACh | hit rate 0.088% among 360,000; in the data active = activation above about 19%, passing the limit was not always enough
CHRM4 PAM: human M4 muscarinic receptor positive allosteric modulators, primary screen, CHO-K1 cells, Fluo-8 calcium fluorescence; CHO-K1 hM4/Gqi5, ACh EC20; 0% = ACh EC20, 100% = maximal ACh; Muscarinic acetylcholine receptor M4 (Homo sapiens), P08173; activation, % at 3 µM; hit rate 0.4% among 360,000;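 active = activation above its plate's cutoff, the mean activation of sample wells plus 3 SD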; also: some results filed as inactive read as strong as hits
CHRM4 agonist: human M4 muscarinic receptor agonists, primary screen, CHO-K1 cells, Fluo-8 calcium fluorescence; CHO-K1 hM4/Gqi5; vehicle 0%, full acetylcholine response 100%; activation, % at 3 µM; AID 624127, 2012; hit rate 0.14% among 360,000; Muscarinic acetylcholine receptor M4 (Homo sapiens), P08173;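 active = activation above the run mean over all test wells plus 3 SD, cut at about 32% in these data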;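 also: peak over basal fluorescence ratio per well then scaled between controls; 0% = DMSO wells and 100% = acetylcholine at EC100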
* marks the source's active call; other numbers are inactive results; . = not tested or not shown.

SMILES | CHRM4 antagonist | CRFBP-R2 agonist | CHRM1 antagonist | CHRM5 agonist | M5 PAM | CHRM5 antagonist | CHRM1 PAM | CHRM4 PAM | CHRM4 agonist
CC(C)=CCC/C(C)=C/CNC(=O)C[C@H]1C[C@H](C(=O)N2CCCCC2)[C@@]2(C)c3[nH]c4cc(-c5ccco5)ccc4c3CCN2C1=O | 0.4 | 0.3 | 0.5 | 1.8 | -1.9 | -3.6 | -1.1 | -1.0 | -0.7
COc1ccc(CCNC(=O)C2CCN(S(=O)(=O)c3cccc4nonc34)CC2)cc1OC | 0.7 | 1.7 | -17.5 | -2.2 | 3.4 | 2.2 | -5.5 | 17.3 | 3.3
CC(=O)Nc1cccc(-c2csc(C(O)c3ccccc3)n2)c1 (stereo not given) | -4.2 | . | -5.5 | 3.6 | -4.1 | 6.5 | 0.2 | 1.4 | 7.3
Cc1ccc(C(=O)Nc2ncc(Cc3ccccc3)s2)o1 | -10.2 | 1.2 | -13.0 | -0.1 | -0.3 | -4.6 | 14.4 | 14.4 | 0.5
O=S1(=O)CCOC[C@H](CC2CCCCC2)N1Cc1ccccc1 | -21.5 | 7.0 | 8.6 | -0.9 | -1.4 | -3.8 | -6.2 | 13.1 | 1.1
COc1ccc([C@H]2CC(=O)C[C@@H](CCn3cc(-c4ccccc4)nn3)O2)cc1 | -4.1 | . | . | 1.6 | -2.8 | 5.4 | . | -3.6 | 2.3
COc1ccc(-c2cc(C(F)(F)F)n3nc(C(=O)N4CCOCC4)c(Cl)c3n2)cc1 | -0.4 | -2.3 | -16.3 | -3.6 | -1.1 | -6.8 | -4.0 | -0.4 | -0.7
COc1ccc(NC(=O)c2nc(C)n(-c3ccc([N+](=O)[O-])cc3)n2)cc1 | 3.5 | -0.9 | -3.7 | 2.5 | 5.2 | -15.7 | 14.6 | 6.5 | 1.1
O=C(O)c1ccc(Nc2c3ccccc3nc3ccccc23)cc1 | -7.6 | 5.2 | -3.8 | 0.0 | 2.2 | -1.9 | 7.5 | 3.2 | 4.3
Cc1ccccc1C(=O)Nc1cccc(NC(=O)Cn2cnc3c(=O)n(C)c(=O)n(C)c32)c1 | 7.6 | 0.4 | 13.1 | -0.9 | -1.4 | 4.2 | -3.1 | -2.3 | -2.0
CN(C)/C=C1\C(=O)Oc2ccccc2C1=O | -8.8 | 0.0 | -12.0 | 3.2 | 1.1 | 3.3 | 16.8 | 2.4 | 1.2
CN1CCN(c2nc(C(N)=O)cc(-c3ccccc3)n2)CC1 | 3.8 | -0.5 | -23.2 | -4.0 | 2.3 | -5.5 | 10.0 | -1.7 | 0.5
COc1ccc(C(=O)NC(=S)Nc2cccnc2)cc1[N+](=O)[O-] | 11.0 | 2.9 | -8.5 | -1.0 | -13.1 | 4.2 | 7.4 | -3.1 | 2.2
CCc1cc(-c2n[nH]c(C)c2-c2nc3ccccc3s2)c(O)cc1OCC(=O)NN | 13.1 | -0.6 | -3.2 | 2.0 | -6.6 | 13.3 | 3.9 | -8.5 | -0.2
COC(=O)c1sc(SC)c(S(=O)(=O)C(C)C)c1N/N=C(\C#N)C(=O)c1ccccc1 | 0.5 | -2.5 | -12.0 | 2.8 | -3.6 | 3.4 | 4.1 | -1.6 | 2.5
Cc1noc(C)c1COc1ccc(C(=O)NCCc2ccccn2)cc1 | -15.0 | -0.5 | -12.1 | -1.8 | 9.1 | 1.7 | 6.2 | 29.0* | 5.3
COc1ccc(N2C(=O)CC(Nc3ccc(C)cc3)C2=O)cc1 (stereo not given) | 10.1 | 0.7 | -10.6 | 0.4 | -1.6 | 1.1 | 4.0 | -8.2 | 0.4
Cc1ccc(N2CCN(/N=C/C(Cl)=C/c3ccccc3)CC2)cc1 | -5.9 | 0.0 | 12.7 | 3.8 | -10.8 | 14.8 | -6.8 | -3.3 | 13.6
COC(=O)c1c(NC(=O)Cc2ccccc2)sc2c1C(C(=O)OC)CC2 (stereo not given) | -0.2 | 0.7 | -0.4 | -0.2 | 10.1 | -1.4 | 8.0 | 5.8 | 0.7
O=C(NCCCN1CCCC1)Nc1cccc2ccccc12 | -0.8 | -0.1 | -9.4 | -2.2 | -0.4 | 5.1 | 5.2 | -5.2 | -0.3
COc1ccc(-c2cc3nnc(-c4ccccc4)nc3s2)cc1 | 0.2 | 1.7 | -5.1 | -1.0 | -1.5 | -3.1 | 5.7 | -0.4 | 0.1
Cc1ccc2nc(Cl)c(CN(C(=O)c3cnccn3)C3CCCCC3)cc2c1 | -13.3 | 0.9 | -27.9 | 1.7 | -3.3 | 2.9 | 10.2 | 14.7 | 1.2
CCOC(=O)N1CCN(CC(=O)c2ccc(O)cc2O)CC1 | -2.6 | 2.4 | -2.7 | 1.4 | 1.4 | -6.5 | -0.8 | -3.0 | -0.2
c1ccc(-c2cccc(-c3ccccc3)n2)cc1 | -9.2 | 8.5 | -7.0 | -2.9 | 1.9 | 5.2 | 6.9 | -2.0 | 4.2
COC(=O)C1=C(C)NC(=O)C1(NS(=O)(=O)c1ccc(NC(C)=O)cc1)C(F)(F)F (stereo not given) | 0.8 | -1.2 | -11.3 | -0.5 | 0.4 | 2.3 | 3.9 | 6.1 | 1.3
Cc1cc([N+](=O)[O-])nn1Cc1ccc(C(=O)N/N=C/c2ccc(N(C)C)cc2)cc1 | 7.4 | -1.5 | -15.7 | 0.1 | -1.2 | 8.6 | 8.2 | -17.1 | 0.5
CC(C)(C)OC(=O)N[C@@H](Cc1ccccc1)C(=O)N[C@@H](CO)[C@H](O)[C@@H]1C[C@@H]1C(=O)N1CCCC1 | 3.9 | 3.8 | -2.8 | 0.1 | 3.8 | 9.4 | 6.3 | 3.2 | -0.3
CC1Nc2ccccc2C(=O)N1NC(=O)c1ccc(Br)cc1 (stereo not given) | -5.4 | 4.5 | -6.1 | -0.5 | 7.2 | 8.6 | 4.5 | -1.4 | 1.7

Three compounds from above, sorted by heavy-atom count, smallest number first.
SMILES | CHRM4 antagonist | CRFBP-R2 agonist | CHRM1 antagonist | CHRM5 agonist | M5 PAM | CHRM5 antagonist | CHRM1 PAM | CHRM4 PAM | CHRM4 agonist
CC1Nc2ccccc2C(=O)N1NC(=O)c1ccc(Br)cc1 (stereo not given) | -5.4 | 4.5 | -6.1 | -0.5 | 7.2 | 8.6 | 4.5 | -1.4 | 1.7
COC(=O)C1=C(C)NC(=O)C1(NS(=O)(=O)c1ccc(NC(C)=O)cc1)C(F)(F)F (stereo not given) | 0.8 | -1.2 | -11.3 | -0.5 | 0.4 | 2.3 | 3.9 | 6.1 | 1.3
Cc1cc([N+](=O)[O-])nn1Cc1ccc(C(=O)N/N=C/c2ccc(N(C)C)cc2)cc1 | 7.4 | -1.5 | -15.7 | 0.1 | -1.2 | 8.6 | 8.2 | -17.1 | 0.5

In the list so far, these contain sulfur:
SMILES | CHRM4 antagonist | CRFBP-R2 agonist | CHRM1 antagonist | CHRM5 agonist | M5 PAM | CHRM5 antagonist | CHRM1 PAM | CHRM4 PAM | CHRM4 agonist
COc1ccc(CCNC(=O)C2CCN(S(=O)(=O)c3cccc4nonc34)CC2)cc1OC | 0.7 | 1.7 | -17.5 | -2.2 | 3.4 | 2.2 | -5.5 | 17.3 | 3.3
CC(=O)Nc1cccc(-c2csc(C(O)c3ccccc3)n2)c1 (stereo not given) | -4.2 | . | -5.5 | 3.6 | -4.1 | 6.5 | 0.2 | 1.4 | 7.3
Cc1ccc(C(=O)Nc2ncc(Cc3ccccc3)s2)o1 | -10.2 | 1.2 | -13.0 | -0.1 | -0.3 | -4.6 | 14.4 | 14.4 | 0.5
O=S1(=O)CCOC[C@H](CC2CCCCC2)N1Cc1ccccc1 | -21.5 | 7.0 | 8.6 | -0.9 | -1.4 | -3.8 | -6.2 | 13.1 | 1.1
COc1ccc(C(=O)NC(=S)Nc2cccnc2)cc1[N+](=O)[O-] | 11.0 | 2.9 | -8.5 | -1.0 | -13.1 | 4.2 | 7.4 | -3.1 | 2.2
CCc1cc(-c2n[nH]c(C)c2-c2nc3ccccc3s2)c(O)cc1OCC(=O)NN | 13.1 | -0.6 | -3.2 | 2.0 | -6.6 | 13.3 | 3.9 | -8.5 | -0.2
COC(=O)c1sc(SC)c(S(=O)(=O)C(C)C)c1N/N=C(\C#N)C(=O)c1ccccc1 | 0.5 | -2.5 | -12.0 | 2.8 | -3.6 | 3.4 | 4.1 | -1.6 | 2.5
COC(=O)c1c(NC(=O)Cc2ccccc2)sc2c1C(C(=O)OC)CC2 (stereo not given) | -0.2 | 0.7 | -0.4 | -0.2 | 10.1 | -1.4 | 8.0 | 5.8 | 0.7
COc1ccc(-c2cc3nnc(-c4ccccc4)nc3s2)cc1 | 0.2 | 1.7 | -5.1 | -1.0 | -1.5 | -3.1 | 5.7 | -0.4 | 0.1
COC(=O)C1=C(C)NC(=O)C1(NS(=O)(=O)c1ccc(NC(C)=O)cc1)C(F)(F)F (stereo not given) | 0.8 | -1.2 | -11.3 | -0.5 | 0.4 | 2.3 | 3.9 | 6.1 | 1.3
